Screens as filed in PubChem BioAssay.
AMA1 RON2 block: disrupts binding of P. falciparum AMA1 to RON2. AlphaScreen AMA1-biotinylated RON2 peptide binding. Potency, µM (titrated, usually from 58.2 µM), for the others: top-dose activity change, negative = inhibition, actives largely listed as inhibitors. 360,000 tested, 0.2% active; active = well fitted inhibition curve with a large enough effect; inconclusive = small, poorly fitted or top-dose-only effect; inactive = no such curve, though single readings can be large or run the other way;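 also: potency is read from the fitted curve at half-maximal effect; 0% = vehicle wells and -100% = peptide control; nearly all actives have a fitted effect of over 45% in size; some results filed as inactive show a strong effect at the top dose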
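AMA1 (3D7) with his tag at 25 nM final met compounds first, then biotinylated RON2 peptide at 25 nM; detection used donor plus acceptor beads, 10 µg/mL apiece, read by AlphaScreen after 30 min at room temperature.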
HCMV antiviral: human cytomegalovirus inhibition. HFF cells, HCMV-luciferase reporter, 72 h; active compounds read low. 410,000 tested, 4.5% active. activity change, negative = inhibition, % at 57.5 µM; in the data active = activity change below about -60%; inconclusive = no clear call, values can overlap the other calls; inactive = above about -39%
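Steps: HFFs plated, 16 h 37C; compounds added; HCMV-luciferase added to MOI 1 PFU/cell; 72 h 37C; OneGlo reagent, 5 min room temperature; luminescence read, normalized to controls.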
The depositor's hits bear a star; ? = inconclusive; [ ] = another dose, or the depositor's remark. Unless noted, % is scaled to controls: 0 for no effect and ±100 for the full control effect. This is a subset; rates above refer to the full screens.

cpd	Structure	AMA1 RON2 block	HCMV antiviral
1	CCOC(=O)[C@]12CCC=C1N(Cc1ccccc1)C(=O)[C@H](CC(=O)NCCc1ccccc1OC)C2	9%	-10
2	COc1ccc(C(N)c2csc(NC(=O)Nc3ccccc3C(C)(C)C)n2)cc1 (stereo unspecified)	52%[activator]	-32
3	Fc1cccc(Cc2c(-c3cccc(Br)c3)nc3ccc(Br)cn23)c1	-2%	10
4	COc1cccc(C(NC(C)=O)c2nc(-c3ccc(N(C)C)cc3)cs2)c1 (stereo unspecified)	?	-20
5	O=c1[nH]c(=S)n2c(c1-c1ccccc1)OC(CBr)C2 (stereo unspecified)	15%	-36
6	CC(C)(C)OC(=O)N1CCc2onc(-c3ccc(Br)cc3)c2C1=O	9%	-29
7	Cc1cccc(C)c1-n1nnnc1C(c1ccnc2ccccc12)N(CCC#N)Cc1ccccc1 (stereo unspecified)	3%	?
8	O=C1Cc2cccc(=O)c(O)c2C(=O)O1	-6%	-17
9	CC1(C(=O)NCc2ccccc2)CN(S(C)(=O)=O)CC(=O)N1CCCn1ccnc1 (stereo unspecified)	-13%	7
10	CCN(CC)c1cc2c(c3c1ccn3C)C1CCC2C1 (stereo unspecified)	?	-38
11	O=C1C=C(N2CC2)c2ccccc2C1=O	?	-23
12	CCc1nc2ccc(C(=O)NC(C)(C)C)cn2c1N(CC)Cc1cccc(Br)c1	0%	15
13	CCOC(=O)C1(C)CCCN(C(=O)c2ccc3snnc3c2)C1 (stereo unspecified)	0%	-1
14	Cc1cc2c(cc1C)N1C(=O)c3cc4ccccc4cc3NC(=O)C1C(=O)N2 (stereo unspecified)	0%	-73*
15	COC(=O)[C@@]12C[C@@H](CC(=O)NCc3cccs3)C(=O)N(Cc3ccco3)C1=CCC(C)(C)C2	0%	8
16	COCC(=O)N(C)C[C@@H]1Oc2ncc(Br)cc2C(=O)N([C@@H](C)CO)C[C@H]1C	8%	-2
17	CC1(c2nnnn2Cc2ccccc2)CCC(=O)N1CCc1ccc(O)cc1 (stereo unspecified)	-11%	-14
18	CC1=C(C(=O)N(C)C)CC(CC(=O)NC2CC2)C(=O)N1CCC1=CCCCC1 (stereo unspecified)	10%	-13
19	Nc1nc2c(ncn2[C@@H]2O[C@H](CNCc3ccc(F)c(N4CCOCC4)c3)[C@@H](O)[C@H]2O)c(=O)[nH]1	0%	-11
20	CCC(=O)c1cn(CC(=O)Nc2ccc(F)cc2)c2ccccc12	11%	-3
21	O=C(Cc1cc(C(F)(F)F)cc(C(F)(F)F)c1)Nc1c(-c2ccccc2)[nH][nH]c1=O	13%	6
22	CC1=C(C(=O)N2CCCCCC2)CC(CC(=O)NCCc2ccccn2)C(=O)N1Cc1ccccc1 (stereo unspecified)	80%[activator]	-19
23	Cc1cc(C)c(NS(=O)(=O)c2ccccc2)c(C)n1	7%	-25
24	Cc1ccc(S(=O)(=O)N2C[C@H]3n4c(=O)ccc(=O)n4C[C@H](OC(=O)Nc4cccs4)[C@@]3(O)C2)cc1	8%	5
25	O=C(NCCc1cccc(F)c1)C1CC(O)CN1C(=O)Nc1ccccc1 (stereo unspecified)	1%	-19
26	C[C@H](O)C#Cc1ccc2c(c1)O[C@@H](CN(C)C(=O)c1ccncc1)[C@@H](C)CN([C@H](C)CO)S2(=O)=O	7%	-12
27	OC(c1ccc(Cl)c(Cl)c1)c1ncc(-c2ccccc2Cl)[nH]1 (stereo unspecified)	-11%	?
28	CC(C)(C)NC(=O)C(c1cccc2ccccc12)n1c(=O)c(-c2ccco2)nc2ccccc21 (stereo unspecified)	0%	10
29	N#Cc1ccc(C(C(=O)Nc2ccc3c(c2)OCCO3)n2c(=O)c(-c3ccco3)nc3ccccc32)cc1 (stereo unspecified)	-8%	214
30	O=C(c1ccccc1)N1CCN(c2cc(-c3ccccc3)nc3cc(-c4cccc(Cl)c4)nn23)CC1	-2%	8
31	CC1(C(=O)NS(=O)(=O)c2ccc(C#N)cc2)CCN1C(=O)CC1CCCC1 (stereo unspecified)	0%	-16
32	CC1(C(=O)Nc2ccc3c(c2)OCO3)CCN1Cc1ccccc1OC(F)F (stereo unspecified)	-21%	-40
33	CN1OC[C@@H]2CN(C(=O)c3ccc(-c4ccccc4)cc3)[C@H](c3ccc(-c4cccc(F)c4)cc3)C[C@@H]21	-13%	9
34	CCc1nc2ccc(C(=O)NCCc3ccccn3)cn2c1N(C)Cc1ccc(N(C)C)cc1	?	-5
35	COc1ccc(Cl)cc1-c1cc(C(=O)NCc2cccc(C(F)(F)F)c2)[nH]n1	1%	-2
36	OC[C@@H]1CN(Cc2ccco2)C[C@H](n2cnc3c(NC4CCC4)ncnc32)O1	-4%	-13
37	COc1cc(F)ccc1-c1csc(C(O)c2ccc(F)c(F)c2)n1 (stereo unspecified)	2%	-17
38	OC(c1ccccc1)c1ncc(-c2ccc(C(F)(F)F)cc2)[nH]1 (stereo unspecified)	-2%	16
39	FC(F)(F)C(F)(F)C(F)(F)c1nc2nc(Cl)c(Cl)nc2[nH]1	-8%	5
40	CC(C)N(C(=O)Cn1cc(S(=O)(=O)CC(=O)NCCc2ccccc2)c2ccccc21)C(C)C	-12%	-22
41	Cc1ccc(S(=O)(=O)NN2CCCCCC2)cc1	-17%	-15
42	CCC(c1nnnn1-c1ccc2c(c1)OCCO2)N1CCN(c2ccccc2OC)CC1 (stereo unspecified)	-26%	-29
43	Cc1cn([C@H]2C[C@H](O)[C@@H](CNS(=O)(=O)N3CCCC3)O2)c(=O)[nH]c1=O	9%	3
44	C=CCN(CC=C)Cc1cc(=O)oc2cc(C)c(C)cc12	17%	1
45	COC(=O)c1cc(C)nc(Nc2nc(C(N)Cc3ccc(Cl)cc3)cs2)n1 (stereo unspecified)	73%[activator]	0
46	CC1CCC(N(C)C(=O)CN2C(=O)NC(c3ccccc3)(c3ccccc3)C2=O)CC1 (stereo unspecified)	1%	-16
47	CCCCN1C[C@H](C)[C@@H](CC(=O)NC)C1=O	0%	-1
48	CC1=C(C(=O)N(C(C)C)C(C)C)CC(CC(=O)NC(c2ccccc2)c2ccccc2)C(=O)N1Cc1ccc(C(C)(C)C)cc1 (stereo unspecified)	-2%	-30
49	CC(C)NC(=O)C1(C)CN(S(C)(=O)=O)CC(=O)N1CCCN1CCOCC1 (stereo unspecified)	-2%	15
50	COCCCNC(=O)C[C@@H]1C[C@@]2(C(=O)OC)CC(C)(C)CC=C2N(Cc2ccccc2)C1=O	1%	0
51	Cn1c(CCN2CCCC2)nc2cc(NC(=O)COc3ccc(Cl)cc3)ccc21	25%	?
52	CC(C)C[C@H]1CN([C@@H](CC(C)C)CN2CCC[C@H]2CN2C(=O)C(=O)NC[C@@H]2Cc2ccccc2)C(=O)C(=O)N1CCc1ccccc1	10%	-12
53	CCN(CC)C(=O)c1cccc(-c2csc(C(NC(C)=O)c3ccc(F)c(F)c3)n2)c1 (stereo unspecified)	-2%	-8
54	CCN1CCN(C(C(=O)NC2CCCCC2)c2cc3ccccc3o2)CC1 (stereo unspecified)	5%	-8
55	COC(=O)c1cccc(CN2C(=O)C(C)Sc3ccc(C#N)cc32)c1 (stereo unspecified)	-11%	8
56	COc1cc(NC(=O)c2ccc(-c3ccnn3C)c3ccoc23)cc(OC)c1OC	-10%	118
57	C#CCN(C[C@H]1[C@H](OC(=O)NCc2ccccc2)[C@H](OC(=O)NCc2ccccc2)C[C@@H](C(=O)OC)[C@H]1C(=O)OC)S(=O)(=O)c1ccc(C)cc1	-11%	3
58	CC1Cc2ccccc2N1CC(=O)Nc1cc(S(=O)(=O)N2CCOCC2)ccc1Cl (stereo unspecified)	-16%	16
59	COCCn1c(=S)[nH]c2cc(C(=O)NC3CCCC(C)C3C)ccc2c1=O (stereo unspecified)	138%[activator]	-2
60	Cc1ccc(C)c(N2CCN(C(C(=O)NC3CCCC3)c3ccco3)CC2)c1 (stereo unspecified)	-14%	-20

(list continues)
cpd	Structure	AMA1 RON2 block	HCMV antiviral
61	CC12CCC3c4ccc(O)c([N+](=O)[O-])c4CCC3C1CCC2=O (stereo unspecified)	-3%	-7
62	O=C(OCc1cn([C@@H]2C[C@H](c3ccc(Cl)cc3)N(Cc3cccs3)C[C@H]2O)nn1)c1ccccc1	4%	-2
63	COc1ccccc1N1CCN(S(=O)(=O)CCNC(=O)c2ccco2)CC1	-8%	-1
64	Cc1ccc(CNC(=O)c2ccc(S(=O)(=O)N3CCCC3)cc2)cc1	4%	-5
65	OC[C@@H]1CN(Cc2cccs2)C[C@H](n2cnc3c(NCc4ccco4)ncnc32)O1	-9%	-31
66	C[C@H]1CN([C@@H](C)CO)C(=O)CCCn2cc(nn2)CO[C@@H]1CN(C)S(=O)(=O)c1ccc(Cl)cc1	13%	-25
67	Cc1ccc(-c2cnc3c(c2)C(=O)N([C@H](C)CO)C[C@H](C)[C@@H](CN(C)Cc2ccccc2F)O3)cc1	-7%	-9
68	C[C@H]1CN([C@@H](C)CO)C(=O)c2c(c3ccccc3n2C)-c2ccccc2CO[C@H]1CN(C)C(=O)[C@@H]1CCCN1C	6%	7
69	CC(C)c1cc(C(=O)NCCc2cccs2)c(N)s1	55%[activator]	61
70	Cc1cc(C(=O)N2CCC2(C)C(=O)NS(=O)(=O)c2cccc(OC(F)F)c2)nn1C (stereo unspecified)	19%	21
71	O=C(CSc1nc2ccccc2c(=O)n1-c1ccc(F)cc1F)NC1CC1	0%	-32
72	C[C@H](O)[C@@H]1CN2CCc3c([nH]c4ccccc34)[C@@H]2C[C@@H]1N(C)C(=O)Nc1ccc(Br)cc1	-10%	55
73	C[C@H]1CN([C@@H](C)CO)C(=O)CCCn2cc(nn2)CO[C@@H]1CN(C)C(=O)Nc1ccc(F)cc1	18%	3
74	C[C@@H]1CN([C@@H](C)CO)C(=O)CCCn2cc(nn2)CO[C@H]1CN(C)C(=O)c1ccc2ccn(C)c2c1	-5%	12
75	C=CCN(CC=C)Cc1cc(=O)oc2cc(OC)c(Cl)cc12	20%	2
76	c1ccc2c(c1)CN(Cc1ccc3c(c1)OCO3)Cc1cnnn1-2	0%	22
77	Cc1ccc2c(c1)Oc1ccccc1N=C2	-6%	-36
78	CCCNC(=O)c1cc(C2CCCN(C(=O)c3cc(C(C)(C)C)nn3C)C2)on1 (stereo unspecified)	3%	-23
79	NC(=O)c1[nH]cnc1N=NN(CCO)Cc1ccccc1	-17%	-3
80	CC1=C(C(=O)N(C)C)CC(CC(=O)NCCCN(C)C)C(=O)N1Cc1ccccc1 (stereo unspecified)	5%	-3
81	Cc1ccc(C(=O)CCC(=O)N2CCN(C/C=C/c3ccccc3)CC2)cc1	-11%	28
82	O=C(C[C@@H]1C[C@H]2c3cc(NC(=O)Nc4ccccc4F)ccc3O[C@H]2[C@H](CO)O1)NCC(F)(F)F	0%	4
83	C[C@@H]1CN([C@H](C)CO)S(=O)(=O)c2ccc(Br)cc2O[C@H]1CN(C)C(=O)C1CCCCC1	6%	-20
84	OC[C@@H]1CN(Cc2ccc(-c3ccccc3)cc2)C[C@H](n2cnc3c(NC4CCCC4)ncnc32)O1	-20%	-84*

Whole records, looked up by structure.
CC1(c2nnnn2Cc2ccccc2)CCC(=O)N1CCc1ccc(O)cc1 (stereo unspecified) is listed as AMA1 RON2 block: -11%; HCMV antiviral: -14
COc1cc(F)ccc1-c1csc(C(O)c2ccc(F)c(F)c2)n1 (stereo unspecified) is listed as AMA1 RON2 block: 2%; HCMV antiviral: -17

New compounds follow
cpd	Structure	AMA1 RON2 block	HCMV antiviral
85	CC(=O)Nc1cccc(NC(=O)C2CCCO2)c1 (stereo unspecified)	-7%	-22
86	Cc1ccc(S(=O)(=O)Nc2ccccc2O)cc1	4%	6
87	CCCNC(=O)c1cc(C2CCCN(C(=O)c3ccccc3)C2)on1 (stereo unspecified)	21%	45
88	C[C@H](CO)N1C[C@H](C)[C@H](CN(C)C(=O)Nc2cccc(Oc3ccccn3)c2)OCc2cnnn2CCCC1=O	-12%	-1
89	Nc1[nH]c(C(=O)c2ccccc2)c(-c2ccc(Cl)c(F)c2)c1C(=O)NCCc1c[nH]c2ccccc12	38%[activator]	-23
90	C/C(CC(=O)Nc1ccc(N(C)C)cc1)=N\NC(=O)c1ccccc1Cl	62%[activator]	-29
91	Cc1cc(C)n2c(NCc3ccccc3)c(CCc3ccccc3)nc2n1	12%	4
92	CCOC(=O)C1(C)CCN1C(=O)c1cc(OC)c(OC)c(OC)c1 (stereo unspecified)	0%	16
93	CC1=C(C(=O)N2CCOCC2)CC(CC(=O)NCCc2ccccn2)C(=O)N1Cc1ccc(F)cc1 (stereo unspecified)	13%	8
94	CC(C)C1C(=O)N(Cc2cn(CC3CCCCC3)nn2)CCS(=O)(=O)N1Cc1ccc(-c2ccc(Cl)nc2)cc1 (stereo unspecified)	-4%	11
95	Cc1ccccc1Cn1c(C)c(C(=O)NCc2cccc(Cl)c2)sc1=O	19%	?
96	O=C(COC(=O)c1cccc(F)c1)Nc1cccc(S(=O)(=O)N2CCCCC2)c1	6%	-11

Quoted at random: 3 records from the list.
cpd	Structure	AMA1 RON2 block	HCMV antiviral
95	Cc1ccccc1Cn1c(C)c(C(=O)NCc2cccc(Cl)c2)sc1=O	19%	?
87	CCCNC(=O)c1cc(C2CCCN(C(=O)c3ccccc3)C2)on1 (stereo unspecified)	21%	45
90	C/C(CC(=O)Nc1ccc(N(C)C)cc1)=N\NC(=O)c1ccccc1Cl	62%[activator]	-29
